High-throughput results deposited in PubChem by National Center for Advancing Translational Sciences (NCATS).
Lipid storage S3: qHTS Assay for Lipid Storage Modulators in Drosophila S3 Cells; Drosophila S3 cells, BODIPY lipid droplet fluorescence, 18-24 h; cells fed with added oleic acid; Potency in µM for hits, for the others lipid storage change, negative = inhibition, % at the top dose, mostly 46.1 µM; 320,000 compounds, 0.64% hits; AID 2685; active = well fitted inhibition curve with a large enough effect in the signal ratio, with a control signal flat, not every such curve was filed as active; inconclusive = small, poorly fitted or top-dose-only effect, or effect the other way, or a change in a side signal; the % refers to the signal ratio
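Drosophila S3 cells loaded with oleic acid (400 uM, as added) and compounds at several concentrations; lipid droplets imaged by 488-nm laser-scanning cytometry, 500–530 nm intensity and object ratio to cell channel. Percent activity normalized to 20 uM Triacsin C.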
Lipid storage S3 cell count max: recorded beside Lipid storage S3, whose call it bears; cell number change, %; measured here: cell count max response;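 cells counted by Cell Tracker Red CMTPX staining in the red channel; peak over a dose series mostly up to 46.1 µM; percent activity relative to internal control wells on each plate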
* marks the source's active call; other numbers are inactive results; i = inactive; ? = inconclusive; nt = not tested or not shown; & = joins results of further samples. % is scaled to controls: 0 for no effect and ±100 for the full control effect; potency is read from the fitted curve at half-maximal effect.

SMILES	Lipid storage S3	Lipid storage S3 cell count max
CCOC(=O)C1CC(c2ccc(Cl)cc2)=NNC1=O (configuration not stated)	?	nt
O=C(CNC(=O)c1ccco1)OCc1ccc(C(=O)c2ccccc2)cc1	i	nt
CC1(C)CC(CC(=O)Nc2ccc([N+](=O)[O-])cc2)C(=O)O1 (configuration not stated)	-2%	-4
O=C(CCCn1c(=O)oc2ccccc21)N1CCc2ccccc2C1	?	nt
CCOC(=O)c1ccc(N2C(=O)C(O)=C(C(C)=O)C2c2ccc(O)c(OC)c2)cc1 (configuration not stated)	?	nt
Cc1ncc(C[n+]2csc(CCO)c2C)c(N)n1	-9%&-8%	-25&-17
COc1ccc(C2(c3ccc(OC)cc3)NC(=O)N(CC(=O)Nc3ccc(C(=O)N(C)C)cc3)C2=O)cc1	?	nt
CN1C/C(=C/c2cccs2)C(=O)/C(=C\c2cccs2)C1	?	nt
O/N=C/c1cccc[n+]1CCCCCC[n+]1ccccc1/C=N/O	-16%	nt
CCN(CC)c1ccc(S(=O)(=O)N2CCOCC2)cc1NC(=O)COC(=O)COc1ccccc1C	-3%	-3
Cc1ccc(NC(=O)c2cc(Cl)ccc2[N+](=O)[O-])cc1C	?	nt
COc1ccc(C(CC(=O)c2ccccc2)S(=O)(=O)c2ccc(C)cc2)cc1 (configuration not stated)	6%	11
CN1CCN(C(=O)c2cc3cc(F)ccc3[nH]2)CC1	i	nt
COc1ccc(CN2CCN(CCC(C)C)C(CCO)C2)cc1Cn1cccn1 (configuration not stated)	14%	6
COc1ccc(Cc2nc3ccc(C(=O)N4CCC(N(C)C)C4)cc3o2)cc1 (configuration not stated)	?	nt
CN(C)N1C(N)=C(C#N)C(c2ccc3c(c2)OCO3)C2=C1CCCC2=O (configuration not stated)	?	nt
O=C(CN1C(=O)NC2(CCCC2)C1=O)N1CCN(S(=O)(=O)c2ccccc2F)CC1	-9%	-5
NC(=O)CC(NC(=O)Cc1ccc(Cl)cc1)c1ccc(NCc2ccccc2)c([N+](=O)[O-])c1 (configuration not stated)	9%	4
CNC(=O)COC(=O)c1ccccc1Oc1ccccc1	?	nt
O=C(CSc1nnc(-c2cccnc2)n1Cc1ccccc1)NCc1ccccc1	0%	1
COc1ccc(OC)c(/C=N/NC(=O)c2nnn(-c3nonc3N)c2-c2cccs2)c1	28%	-1
O=C(O)CS(=O)CC(=O)NCc1cccc(C(F)(F)F)c1 (configuration not stated)	i	nt
CCC1C(=O)c2ccccc2N(C)C1=O (configuration not stated)	?	nt
COc1cc2c(cc1NC(=O)CCCN1C(=O)CCC1=O)oc1ccccc12	?	nt
O=C1N/C(=C/c2cccn2-c2ccc(F)cc2)C(=O)N1Cc1ccccc1F	-13%	-6
The list goes on:
SMILES	Lipid storage S3	Lipid storage S3 cell count max
CC(=O)NC1(C(F)(F)F)NC(=O)N(c2ccc(F)cc2)C1=O (configuration not stated)	?	nt
O=C(c1ccccc1)N1CCN(C(=O)c2cc3nc(-c4ccccc4)cc(C(F)(F)F)n3n2)CC1	?	nt
CCN(C(=O)COC(=O)c1ccccc1NCCO)c1cccc2ccccc12	7%	0
Cc1cnc(C(=O)OCC(=O)Nc2sc3c(c2C#N)CCC3)cn1	?	nt
O=C(COC(=O)c1cc(-c2ccco2)nc2ccccc12)NCc1ccc2c(c1)OCO2	-6%	-20
Oc1cccc(Nc2nc(NCC3CCCO3)c3ccccc3n2)c1 (configuration not stated)	?	nt
CN1CCN(S(=O)(=O)c2ccc(N3CCN(S(=O)(=O)c4cccs4)CC3)nc2)CC1	3%	10
COc1ccc(OC)c(CN2CCC(Cc3ccccc3)CC2)c1	?	nt
COc1ccccc1NC(=O)Nc1ccccc1C#N	?	nt
CCOc1ccc(CCNC(=O)COC(=O)CNS(=O)(=O)c2ccc(NC(C)=O)cc2)cc1OCC	?	nt
O=C(O)CC(CC(=O)Nc1ccc(C(=O)O)cc1)c1ccccc1 (configuration not stated)	-5%	-5
CCC(=O)NC(c1ccccc1Cl)c1c(O)ccc2ccccc12 (configuration not stated)	-10%	-17
O=C(Nc1cc([N+](=O)[O-])ccc1N1CCCC1)c1cccs1	-9%	12
COc1cc(N)c(Cl)cc1C(=O)OCC(=O)NC1CCCC1	?	nt
O=C(COc1ccccc1)NCc1n[nH]c(=S)n1-c1ccccc1	-2%	3
COc1ccc(C(=O)N2CCC(c3ccccc3)CC2)c(OC)c1OC	5%	-14
CCCCn1c(N)c(N(CCOC)C(=O)C2CCN(S(=O)(=O)c3ccc(F)cc3)CC2)c(=O)[nH]c1=O	12%	12
CCCCn1c2nc3ccccc3nc2c2c(=O)n(CCC)cnc21	?	nt
O=C(NC1CCCCC1NC(=O)c1cccs1)c1cccs1 (configuration not stated)	?	nt
COc1ccc(CN(CC(=O)NCc2ccc(F)cc2)C(=O)c2csnn2)cc1	10%	17
CC(=O)C(Cc1ccccc1)NC(=O)CN1CCc2ccccc2C1 (configuration not stated)	?	nt
CN(C)C(=O)Cn1c(SCC(=O)Nc2ccc3c(c2)OCO3)nc2ccccc21	5%	5
Cc1cccc(CN2CCC(C(=O)Nc3ccc(Oc4cccnc4)cc3)CC2)c1	?	nt
CCOCCCNC(=O)C1(O)c2ccccc2NC(=O)N1c1ccc(C)c(C)c1 (configuration not stated)	?	nt
COc1ccccc1CNC(=O)COC(=O)C1CC1	?	nt

Retrieved by structure from above:
SMILES	Lipid storage S3	Lipid storage S3 cell count max
Cc1ccc(NC(=O)c2cc(Cl)ccc2[N+](=O)[O-])cc1C	?	nt
CNC(=O)COC(=O)c1ccccc1Oc1ccccc1	?	nt
CCC1C(=O)c2ccccc2N(C)C1=O (configuration not stated)	?	nt
CC(=O)C(Cc1ccccc1)NC(=O)CN1CCc2ccccc2C1 (configuration not stated)	?	nt
COc1cc2c(cc1NC(=O)CCCN1C(=O)CCC1=O)oc1ccccc12	?	nt
CCOCCCNC(=O)C1(O)c2ccccc2NC(=O)N1c1ccc(C)c(C)c1 (configuration not stated)	?	nt
COc1ccc(C(=O)N2CCC(c3ccccc3)CC2)c(OC)c1OC	5%	-14

(more compounds)
SMILES	Lipid storage S3	Lipid storage S3 cell count max
Cc1c(C(=O)N2CCCC2)oc2c1-c1nn(CC(=O)NCCCOC(C)C)cc1CC2	?	nt
CCOc1ccc(C(=O)NCC(=O)Nc2ccc(N3CCOCC3)cc2)cc1OCC	?	nt
Cc1nc(-c2ccccc2)nc2[nH]c(C(C)C)cc(=O)c12	i	nt
O=C(N1CCCC1)C12CC3CC(C1)CC(C(=O)N1CCCC1)(C3)C2	-13%	12
COc1ccc(C2c3ccsc3CCN2C(C)=O)cc1 (configuration not stated)	8%	3
O=C(CCNC(=O)c1ccccc1Cl)NCC1CCCO1 (configuration not stated)	i	nt
COc1ccc(-c2nnc(NC(=O)C(C)C)o2)cc1	0%	9
c1ccc(C2Nc3cccc4cccc(c34)N2)cc1	?	nt
O=C(CN1C(=O)C2C3CCC(C3)C2C1=O)OCC(=O)c1ccccc1 (configuration not stated)	?	nt
O=C(CS(=O)(=O)c1cn(CC(=O)N2CCCC2)c2ccccc12)Nc1ccccc1	i	-8
Cc1c(-c2ccccc2)cn2c1-c1ccc(C)n1CC2	10%	18
Cc1cc(F)ccc1S(=O)(=O)N1CCCOC1CNC(=O)C(=O)NC1CCCC1 (configuration not stated)	-1%	13
CCC(=O)NCCNc1ccc([N+](=O)[O-])cn1	?	nt
O=C(CSc1nnc(Cc2cccs2)n1C1CCCCC1)N1CCCc2ccccc21	?	nt
COc1ccc(C(=O)C(OC(=O)c2ccccc2)c2ccccc2)cc1 (configuration not stated)	9%	-13
COc1ccc(NC(=O)CSc2nnc(N)s2)cc1	-4%	12
CC(Oc1ccc(C(=O)c2ccccc2)cc1)C(=O)N1CCOCC1 (configuration not stated)	i	nt
CCn1c(CN2CCOCC2)nnc1SCC(=O)Nc1ccc(C)cc1	?	nt
O=C(O)COc1ccccc1/C=N/NC(=O)CSc1nc2ccccc2n1Cc1ccccc1Cl	-3%	-2
CCCOC(=O)c1ccc(NC(=O)CN(C)Cc2cccs2)cc1	i	nt
CCCc1cc(=O)oc2c(C)c(OC(C)C(=O)NCC(O)c3ccccc3)ccc12 (configuration not stated)	i	-17
Cc1onc(-c2ccccc2)c1C(=O)n1nnc2ccccc21	?	nt
CC(OC(=O)c1cc(=O)[nH]c2ccccc12)C(=O)NC1CCCC1 (configuration not stated)	-15%	-34
C=C1CCC2C(C)(C)[C@H](O)CC[C@@]2(C)[C@@H]1COc1cc(=O)oc2ccccc12 (some centres not stated)	1%	-14
COc1cccc(CN(C)C(=O)c2cccnc2SC)c1OC	i	nt

Profiles from above.
O=C(CN1C(=O)C2C3CCC(C3)C2C1=O)OCC(=O)c1ccccc1 (configuration not stated) is listed as Lipid storage S3: ?; Lipid storage S3 cell count max: nt
Cc1cc(F)ccc1S(=O)(=O)N1CCCOC1CNC(=O)C(=O)NC1CCCC1 (configuration not stated) is listed as Lipid storage S3: -1%; Lipid storage S3 cell count max: 13

Following part:
SMILES	Lipid storage S3	Lipid storage S3 cell count max
COc1ccc(Cl)cc1NC(=O)CN(C)C(=O)CCCNC(=O)c1ccc(Cl)cc1	?	nt
CCc1cccc(NC(=O)CCSCCC(=O)Nc2cccc(CC)c2)c1	?	nt
NNC(=O)CN1C(=O)Nc2ccc(Cl)cc2C1c1ccccc1 (configuration not stated)	?	nt
O=C(Nc1ccccc1C(=O)NCc1ccco1)NC1CCCCC1	16%	-1
Cc1ccc(S(=O)(=O)Oc2ccc(/C=N/NC(=O)c3nn(C)cc3[N+](=O)[O-])cc2)cc1	?	nt
CCSc1nnc(NC(=O)CN(C)S(=O)(=O)c2ccc(F)cc2)s1	?	nt
CCOC(=O)C(NC(=O)c1cccnc1)(Nc1cccc(C)n1)C(F)(F)F (configuration not stated)	?	nt
COc1cc(CNCCO)cc(Br)c1OCc1ccccc1	?	nt
CC(=O)C1=C(O)C(=O)N(Cc2ccccc2)C1c1ccc(Br)cc1 (configuration not stated)	-3%	7
CC(C)(C)NC(=O)C(=O)NNC(=O)C12CC3CC(CC(C3)C1)C2	-5%	9
O=C(NC1=NCCS1)c1ccccc1OCc1ccc(F)cc1	?	nt
O=C(NCCN1C(=O)CSC1=O)c1ccccc1	?	nt
Cc1cc(NC(=O)CSc2nc3sc4c(c3c(=O)n2C)CCCC4)no1	?	nt
Cc1nnc2c(NCCc3ccccc3)nc3ccccc3n12	7%	6
COc1cccc(OCc2nc(-c3ccc(Br)o3)no2)c1	?	nt
COc1ccc(NC(=O)Cc2nnc(SCC(=O)NC3CCCC3)n2C)cc1	?	nt
CC(C)OCCCNC(=O)C(=O)NCCCOC(C)C	21%	-1
CCOC(=O)C1=C(COC(=O)c2ccc3ccccc3c2O)NC(=O)NC1C (configuration not stated)	5%	-6
COc1ccc(NC(=O)CCCC2CCCCC2)c(OC)c1	?	nt
O=C(NNC(=O)C1CC1c1ccccc1)c1ccccc1[N+](=O)[O-] (configuration not stated)	?	nt
COc1ccccc1Nc1nc(N)nc(CSC(=S)N2CCN(c3ccccc3)CC2)n1	?	nt
Cc1ccsc1/C=C(\C#N)C(=O)NC1CCS(=O)(=O)C1 (configuration not stated)	19%	nt
Cc1cccc(-c2noc(CCc3ccccc3)n2)c1	?	nt
Cn1c(SCC(=O)N2c3ccccc3Sc3ccccc32)nc2ccccc21	?	nt
NC(=O)CC(NC(=O)c1cccc(Br)c1)c1ccc(NC2CCN(Cc3ccccc3)CC2)c([N+](=O)[O-])c1 (configuration not stated)	?	nt

Five of the entries above in order of the Lipid storage S3 cell count max value, high to low.
Molecule	Lipid storage S3 cell count max
COc1ccc(NC(=O)CSc2nnc(N)s2)cc1	12
CN(C)C(=O)Cn1c(SCC(=O)Nc2ccc3c(c2)OCO3)nc2ccccc21	5
O=C(O)CC(CC(=O)Nc1ccc(C(=O)O)cc1)c1ccccc1 (configuration not stated)	-5
CCC(=O)NC(c1ccccc1Cl)c1c(O)ccc2ccccc12 (configuration not stated)	-17
O=C(COC(=O)c1cc(-c2ccco2)nc2ccccc12)NCc1ccc2c(c1)OCO2	-20

(further entries)
SMILES	Lipid storage S3	Lipid storage S3 cell count max
O=C(Nc1ccccc1)c1snc2c(=O)[nH]cnc12	?	nt
CCOC(=O)c1c(N)sc(C(=O)N(C)C)c1CN1CCOCC1	?	nt
CCNC(=O)CC1SC(=Nc2ccccc2C)N(C)C1=O (configuration not stated)	1%	12
COc1ccc2oc(C(=O)OCC(=O)N3CCCC3=O)c(C)c2c1	i	nt
CCOC(=O)CSc1ccc(-c2nc3ccccc3[nH]2)cn1	i	16
O=C(CCCC(=O)c1ccccc1)Nc1ccc(O)cc1	?	nt
CCc1nn(CC(=O)NCCc2ccc(Cl)cc2)c(=O)c2cccn12	?	nt
COc1cc(/C=N/NC(=S)NCc2ccco2)cc(OC)c1OC	-10%	3
CCN(C(=O)c1coc(=O)c2ccccc12)c1cc(OC)ccc1OC	?	nt
Cc1cc(C)n(CC(=O)n2c(C)c(C)c3ccccc32)n1	6%	-8
COc1cccc(NC(=O)CN(C)C(=O)C23CC4CC(CC(Cl)(C4)C2)C3)c1	?	nt
CCOC(=O)C(NC(=O)c1ccc(OC)cc1)(N1CCCC1=O)C(F)(F)F (configuration not stated)	7%	17
Fc1ccc(CSc2ncnc3scc(-c4ccccc4)c23)cc1	?	nt
O=C(Cc1ccccc1)NNc1ccc2ccccc2c1	?	nt
Cc1cc(N2CCN(C)CC2)nc2ccc(NC(=S)N3CCCCCC3)cc12	i	nt
Cc1c(NC(=O)CCCN2C(=O)c3cccc4cccc(c34)C2=O)c(=O)n(-c2ccccc2)n1C	?	nt
Cc1cc(C)c2c(CN3CCCCC3C)cc(=O)oc2c1 (configuration not stated)	?	nt
CCCc1cc(-c2[nH]ncc2-c2ccc3c(c2)OCCCO3)c(O)cc1O	?	nt

This is a subset; count on the stated rates, not on these rows.
